SKN-1 block: suppressors of acrylamide-induced Pgst-4::GFP reporter in worms, primary screen, SKN-1 inhibitor project, whole organism, uHTS, GFP/RFP fluorescence ratio, strain VP596; inhibition, % at 21.8 µM; AID 624304, 2012; 360,000 compounds, 0.49% hits; C. elegans VP596 Pgst-4::GFP/RFP ratio, 24 h;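 active = interference check ratio from 0.5 to 1.5 plus GFP to RFP signal ratio inhibition reaching or exceeding a fixed threshold, cut at about 30% in these data, passing the limit was not always enough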; note: some compounds called inactive have numbers as strong as hits
Neddylation inh: inhibitors of cullin neddylation, primary screen, biochemical, TR-FRET, uHTS, NAE and Ubc12 | NEDD8-conjugating enzyme Ubc12 (Homo sapiens) + NEDD8-activating enzyme E1 regulatory … | calls only at 25 µM | 360,000 compounds, 0.58% hits; in the data active = inhibition above about 36%
NadD block: inhibitors of S. aureus NadD, primary screen, biochemical, colorimetric, uHTS | Nicotinate-nucleotide adenylyltransferase NadD (Staphylococcus aureus N315) | purified NadD enzyme, colorimetric absorbance read-out | inhibition, % at 20 µM | 360,000 compounds, 0.78% hits | AID 602399, 2012; in the data active = inhibition above about 26%; note: some compounds past the cut are filed as inactive
Tb MetRS inh: T. brucei MetRS inhibitors, primary screen, biochemical, luminescence; methionyl-tRNA synthetase (Trypanosoma brucei brucei); purified T. brucei MetRS, ATP depletion, Kinase-Glo luminescence; inhibition, % at 11.9 µM; 360,000 compounds, 0.4% hits;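 active = inhibition above a per-plate cutoff of the control wells' mean inhibition plus 3 SD, cut at about 5.5% in these data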;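 note: 0% = DMSO wells median and 100% = median of wells with control inhibitor compound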
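Assay system: T. brucei methionyl-tRNA synthetase, purified | Medium: HEPES buffer with MgCl2, KCl, DTT, spermine, BSA, pyrophosphatase | Compound: 11.9 µM single point | Incubation: 15 min enzyme-compound preincubation, 2 h reaction, 10 min detection, 25 °C | Measured by: Kinase-Glo luciferase luminescence reporting remaining unconsumed ATP | Measure: % inhibition normalized to control-well medians | Replication: Singlicate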
SUMO1 PPI mod: modulators of SUMO1 protein-protein interactions, primary screen, biochemical, uHTS | SUMO1 binding to a labelled peptide, TR-FRET, 1 h | inhibition, % at 20 µM | 360,000 compounds, 0.33% hits; in the data active = inhibition above about 37%
Scp1 inh: Scp-1 phosphatase inhibitors, primary screen, biochemical, colorimetric, uHTS | inhibition, % at 20 µM | 340,000 compounds, 0.88% hits | Recombinant Scp1, phosphopeptide, malachite green phosphate absorbance;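 active = inhibition above about 50% at 20 µM, limit read from the data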;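 note: plate controls were DMSO wells with enzyme for no effect and wells lacking enzyme for full effect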
Target sequence (Q9GZU7 76-261 limits assumed): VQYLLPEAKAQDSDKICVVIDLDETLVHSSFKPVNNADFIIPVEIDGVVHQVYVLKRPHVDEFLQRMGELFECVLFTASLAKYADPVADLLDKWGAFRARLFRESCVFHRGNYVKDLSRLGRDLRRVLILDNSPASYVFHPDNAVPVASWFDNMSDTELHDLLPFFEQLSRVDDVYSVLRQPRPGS
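Material – SCP-1 phosphatase catalytic domain, residues 76-261 · Buffer or medium – Acidic Tris acetate buffer with magnesium and detergent · Also added – Phospho 17-mer peptide substrate · Compound – single 20 µM dose, 1% DMSO · Times – 45 min room-temperature reaction, 5 min colour, 30 min stabiliser · Technique – Phosphate-binding colour reagent, absorbance read at 630 nm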
DNMT1 inh: human DNMT1 methyltransferase inhibitors, primary screen, biochemical, molecular beacon, fluorescence, HinP1I cleavage, uHTS | AID 588458, 2011 | inhibition (reported as % activation of signal), % at 10 µM | 360,000 compounds, 0.83% hits | DNA (cytosine-5)-methyltransferase 1 (Homo sapiens), P26358; in the data active = inhibition above about 50%
CendR NRP1 mod: modulators of CendR peptide binding to NRP-1, primary screen, biochemical, fluorescence polarization, uHTS. Neuropilin-1 (Homo sapiens), O14786. FAM-RPARPAR peptide binding to NRP-1. inhibition, % at 25 µM. 360,000 compounds, 0.85% hits;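 active = inhibition or corrected inhibition above about 18%, plus a signal ratio from 0.5 to 1.5, limit read from the data, passing the limit was not always enough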; note: strong numbers were not always called active
Target sequence (O14786 whole entry, looked up): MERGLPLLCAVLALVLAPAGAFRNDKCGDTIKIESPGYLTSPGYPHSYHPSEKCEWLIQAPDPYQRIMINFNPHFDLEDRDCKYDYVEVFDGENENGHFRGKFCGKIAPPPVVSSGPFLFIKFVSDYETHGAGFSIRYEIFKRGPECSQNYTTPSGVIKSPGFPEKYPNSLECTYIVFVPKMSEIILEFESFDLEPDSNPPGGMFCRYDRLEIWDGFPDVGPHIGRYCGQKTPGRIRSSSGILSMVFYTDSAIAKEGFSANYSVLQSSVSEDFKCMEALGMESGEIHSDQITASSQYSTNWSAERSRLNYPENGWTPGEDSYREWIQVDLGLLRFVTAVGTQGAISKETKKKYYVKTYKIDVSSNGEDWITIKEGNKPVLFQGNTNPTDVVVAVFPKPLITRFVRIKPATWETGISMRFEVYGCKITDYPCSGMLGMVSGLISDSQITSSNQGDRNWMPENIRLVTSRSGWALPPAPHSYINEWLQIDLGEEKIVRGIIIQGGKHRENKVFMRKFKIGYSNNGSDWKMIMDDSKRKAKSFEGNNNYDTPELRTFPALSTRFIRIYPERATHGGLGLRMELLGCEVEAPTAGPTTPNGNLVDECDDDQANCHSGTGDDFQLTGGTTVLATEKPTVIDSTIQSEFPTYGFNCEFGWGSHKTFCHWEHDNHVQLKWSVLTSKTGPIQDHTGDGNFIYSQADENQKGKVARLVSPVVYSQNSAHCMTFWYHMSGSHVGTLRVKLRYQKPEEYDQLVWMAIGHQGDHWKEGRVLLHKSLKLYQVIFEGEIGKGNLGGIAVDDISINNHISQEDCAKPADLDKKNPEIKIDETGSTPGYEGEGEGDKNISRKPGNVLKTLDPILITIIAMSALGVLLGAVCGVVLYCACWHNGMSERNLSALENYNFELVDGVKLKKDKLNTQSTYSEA
LMPTP inh: LMPTP phosphatase inhibitors, primary screen, biochemical, fluorescence intensity, uHTS; Low molecular weight phosphotyrosine protein phosphatase (Homo sapiens), P24666; recombinant LMPTP-A, OMFP fluorogenic substrate; 360,000 compounds, 0.22% hits; AID 651560, 2012; inhibition, % at 20 µM;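 active = compounds that cut the enzyme signal by at least half of the control window in the single-dose screen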;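 note: plate controls were DMSO wells with enzyme plus substrate for no effect and substrate without enzyme for full effect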
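Assay system: LMPTP-A enzyme. Input: 0.625 nM LMPTP-A final. Probe or stimulus: 400 µM OMFP. Compound dosing: single 20 µM dose. Schedule: 50 min dark incubation at room temperature. Detection: fluorescence intensity of OMFP turnover product. Read-out: percent inhibition versus substrate-only and uninhibited controls. Benchmarks: no-enzyme low control, uninhibited high control.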
STEP block: STEP phosphatase inhibitors, primary screen, biochemical, fluorescence intensity, uHTS. inhibition, % at 20 µM. recombinant STEP, OMFP fluorogenic substrate. 360,000 compounds, 0.25% hits;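 active = inhibition at 20 µM, scaled per plate between control wells, above about 37%, limit read from the data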;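 note: 0% = DMSO with enzyme and substrate and 100% = substrate only without enzyme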
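Measure: Control-normalized % inhibition with plate pattern correction | Test system: STEP phosphatase, cell-free reaction | Medium: pH 6.0 Bis-Tris with DTT and Tween 20 | Technique: Fluorescence, 480/540 nm | Times: Reaction 20 min, ambient temperature | Doses: Single compound dose of 20 µM, 1% DMSO final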
Active calls of the source: *; i = inactive; / = no result given.

Start of the listing, in advance, two compounds:
structure	SKN-1 block	Neddylation inh	NadD block	Tb MetRS inh	SUMO1 PPI mod	Scp1 inh	DNMT1 inh	CendR NRP1 mod	LMPTP inh	STEP block
COC(=O)c1c(C)[nH]c(C(=O)C(C)OC(=O)C2CC2)c1C (stereo not drawn)	0	i	4	-0.4	2	-8	-2	9	-0.7	-4
CCOC(=O)c1c(C)[nH]c(C(C)=O)c1C	10	i	0	-0.4	3	-7	0	-13	-0.9	-7

Results, from the start:
structure	SKN-1 block	Neddylation inh	NadD block	Tb MetRS inh	SUMO1 PPI mod	Scp1 inh	DNMT1 inh	CendR NRP1 mod	LMPTP inh	STEP block
COC(=O)c1c(C)[nH]c(C(=O)C(C)OC(=O)C2CC2)c1C (stereo not drawn)	0	i	4	-0.4	2	-8	-2	9	-0.7	-4
CCOC(=O)c1c(C)[nH]c(C(C)=O)c1C	10	i	0	-0.4	3	-7	0	-13	-0.9	-7
Cn1nc(-c2ccc(C(=O)NCCO)cc2)c2ccccc2c1=O	3	i	-7	-0.6	-4	4	0	11	-2.1	1
CC(C)(C)OC(=O)N1CCC(NC(=O)c2[nH]cnc2C(=O)N[C@@H](Cc2ccccc2)C(=O)OCc2ccccc2)CC1	-2	i	17	-0.4	-3	-6	-20	-5	6.2	-3
CC(=O)N(C)C[C@@H]1Oc2ncc(Br)cc2C(=O)N([C@H](C)CO)C[C@@H]1C	-6	i	10	-0.9	16	/	5	-9	-1.0	-2
COc1ccc(CCN2C(=O)CC(NNC(=O)c3ccccc3Br)C2=O)cc1OC (stereo not drawn)	-9	i	-2	0.1	5	-1	1	-2	-0.1	0
O=C1C(Cc2ccc(O)cc2)NC(=S)N1C1CCCCC1 (stereo not drawn)	-2	i	-6	-0.1	3	-12	-1	4	0.4	-1
COc1ccc(CCN2CC(C(=O)NCCCc3ccncc3)CCC2=O)cc1 (stereo not drawn)	10	i	-3	-0.4	-1	/	0	-7	-1.9	2
Cn1ccnc1SCC(=O)Nc1ccc(Oc2ccccc2)cc1	4	i	-7	-0.6	-3	4	2	11	-3.5	-6
CN(C)S(=O)(=O)N1CCN(S(=O)(=O)c2ccc3ccccc3c2)CC1	4	i	3	-0.3	2	-5	-1	7	1.3	-2
Cc1nn(-c2ccc(F)cc2)c(Cl)c1/C=N/NC(=O)c1cccs1	9	i	-4	0.3	-1	1	12	-13	4.1	4
Cc1ccc(OCCC(=O)OCC(=O)c2ccc3c(c2)NC(=O)CO3)cc1	10	i	-5	-0.3	-6	3	-1	5	5.1	3
Cc1nc2scc(-c3ccccc3)c2c(=O)n1N	-2	i	0	-0.8	1	-7	-1	16	0.2	-1
C1=Nc2ccccc2CN1c1ccccc1	3	i	-3	0.0	2	-5	4	-1	0.2	1
CCOCCCn1c(SCc2ccccc2)nnc1-c1ccncc1	5	i	-4	-0.2	2	-10	-1	14	-0.9	2
C=CCn1c(COc2ccccc2)nnc1SCc1ccc(C#N)cc1	25	i	-5	-1.0	4	-9	-2	4	-1.3	3
Cc1ccc(C)c(CN2CCNC2=O)c1	-20	i	-3	-0.3	-4	-4	2	4	-0.6	0
O=C(CC1C(=O)NCCN1C(=O)c1ccc([N+](=O)[O-])cc1)Nc1cccc(Cl)c1 (stereo not drawn)	-2	i	-9	-0.2	-25	-5	1	8	0.4	-4
O=C(NCC1CCCO1)c1ccc(CS(=O)(=O)c2ccc(Br)cc2)o1 (stereo not drawn)	-5	i	-1	0.0	-2	3	1	-6	-0.2	-2
CCC(=O)NC(=S)Nc1cccc(NC(=O)CC)c1	-23	i	1	0.9	-4	3	0	0	0.8	-1
COc1ccccc1NS(=O)(=O)c1cc(C(=O)NC2CC(C)(C)NC(C)(C)C2)ccc1Cl	7	i	1	0.0	-3	0	12	7	15	2
CCOc1ccc2[nH]c(C)c(CN(C)C)c(=O)c2c1	1	i	-2	0.2	1	-2	1	11	2.6	2
Cc1cccc(N(CC(=O)NCc2ccccc2)C(=O)CCC(=O)Nc2nccs2)c1	-2	i	-5	-0.3	6	12	0	4	0.2	-2
CN1C(=O)C2(c3ccccc31)C1CCCC=C1C(C#N)=C(N)C2(C#N)C#N (stereo not drawn)	5	i	-3	-0.2	-7	-10	-13	-10	-0.1	-2
Cc1cc(NS(=O)(=O)c2c(C)c(C)cc(C)c2C)no1	9	i	-6	-0.2	4	1	3	-4	-0.2	-5

More compounds:
structure	SKN-1 block	Neddylation inh	NadD block	Tb MetRS inh	SUMO1 PPI mod	Scp1 inh	DNMT1 inh	CendR NRP1 mod	LMPTP inh	STEP block
O=C(NC(O)C(=O)c1ccccc1)c1ccc(F)cc1 (stereo not drawn)	6	i	-1	-0.8	5	2	-1	-9	-1.2	0
Cc1ccc(N2C(=O)C3ON(c4ccccc4)C(c4ccncc4)C3C2=O)c(C)c1 (stereo not drawn)	-26	i	7	-0.8	-3	3	-3	3	0.0	-1
NC(=O)C1(N2CCCCC2)CCN(C(=O)CSc2nc3ccccc3[nH]2)CC1	-3	i	-3	-0.6	1	-2	3	10	-0.5	-7
Cc1cc(C)c(NC(=O)CNC(=O)CN(C)Cc2ccc(Br)s2)c(C)c1	2	i	-1	-0.2	5	-2	-1	-1	-0.1	0
CN(C)/C=C(\C(=O)c1ccc(F)cc1F)c1nnnn1-c1ccccc1	4	i	-3	0.1	1	-5	6	1	-1.7	-2
COc1cc(OC)c2c(-c3ccccc3)cc(=O)oc2c1C(CCN1CCN(c2ccccc2)CC1)c1ccc(N(C)C)cc1 (stereo not drawn)	2	i	23	-0.2	3	8	-7	17	14	7
CCn1c(SCCC(=O)Nc2ccccc2)nnc1-c1ccc(OC)cc1	-12	i	-5	-0.5	1	-4	1	-8	-0.1	0
CC(=O)N1CCc2cc(S(=O)(=O)NCCC(=O)Nc3cccc(C)c3C)ccc21	9	i	2	0.6	4	-3	-1	1	0.6	0
Cc1ccc(N(CN2C(=O)C3CC=CCC3C2=O)C(=O)c2ccco2)cc1Cl (stereo not drawn)	-8	i	2	0.9	3	-3	-4	-16	0.9	-1
O=C(NCc1ccco1)c1cccc(-c2ccc3nccn3c2)c1	0	i	4	-0.3	-2	/	4	-4	5.2	-1
O=C(NNc1nc(N2CCCC2)nc(N2CCCC2)n1)c1ccccc1	-5	i	0	0.1	3	-10	-3	4	-0.4	2
C=C1c2cc(OC)ccc2NC(=O)N1CC	19	i	-3	0.3	-2	-7	-5	6	-1.1	0
COc1ccccc1C(=O)NCC(=O)OCC(=O)Nc1nnc(-c2ccccc2)o1	-3	i	10	-0.3	0	4	-2	-5	-1.0	-1
Fc1ccc(OCCCCCN2CCCC2)cc1	-9	i	7	-0.3	0	-9	-2	0	0.1	0
O=C(COC(=O)c1ccc(O)cc1)Nc1ccc(S(=O)(=O)N2CCOCC2)cc1	10	i	-6	-0.1	0	-10	1	0	-0.6	1
C(#CCN1CCC(Cc2ccccc2)CC1)COCCOCc1ccccc1	-2	i	-9	-1.0	-2	6	-2	12	-0.9	0
COc1ccc(C(CNC(=O)c2cccc(S(=O)(=O)N3CCCc4ccccc43)c2)N(C)C)cc1 (stereo not drawn)	5	i	-3	-0.5	-3	2	-1	8	-0.1	-2
COc1ccccc1NC(=O)Cc1c(F)cccc1Cl	2	i	-3	0.3	1	-10	3	7	-0.2	-3
S=c1[nH]nc(-c2ccco2)n1/N=C/c1cccs1	2	i	3	-0.1	-2	-7	2	1	-0.5	0
O=C(NC1CCCCC1)C(c1ccnc2ccccc12)N1CCOCC1 (stereo not drawn)	2	i	-5	-0.8	-2	/	4	10	-1.7	0
Cc1cn([C@H](C(=O)NCCCCCCCCCCC(=O)N2CCNCC2)[C@@H](C)O)nn1	9	i	-2	-0.5	8	7	3	-8	-1.5	-2
Nc1nc(-c2cccs2)c(-c2cccs2)s1	4	i	-3	-0.6	-25	-4	-8	3	1.6	5
CN(C(=O)COC(=O)/C=C/c1ccc(C(F)(F)F)cc1)c1c(N)n(Cc2ccccc2)c(=O)[nH]c1=O	13	i	7	-0.3	-13	-2	-2	-18	0.2	3
CC(C)(C)c1nnc(NC(=O)CN2C(=O)C3C4C=CC(C4)C3C2=O)s1 (stereo not drawn)	-3	i	-2	0.5	0	0	1	10	-0.2	1
CCN(c1cccc(C(F)(F)F)c1)S(=O)(=O)c1ccc2c(c1)CCN2C(=O)C1CC1	9	i	-5	0.0	0	-10	-5	5	5.1	2

Going on with the list:
structure	SKN-1 block	Neddylation inh	NadD block	Tb MetRS inh	SUMO1 PPI mod	Scp1 inh	DNMT1 inh	CendR NRP1 mod	LMPTP inh	STEP block
COc1cc(C(C)=O)ccc1OC(=O)N1CCOCC1	21	i	-1	-0.1	2	/	4	-12	1.5	1
Cc1cccc(OCC(=O)NCC(=O)N/N=C/c2c(C)[nH]c3ccccc23)c1	1	i	7	0.5	5	-11	-6	1	0.1	-2
CC(C)c1ccc(NC(=S)NCc2ccc3c(c2)OCO3)cc1	-6	i	-5	0.1	-3	-12	4	9	1.7	0
CN(C)CCN1C(=O)c2oc3ccc(F)cc3c(=O)c2C1c1ccncc1 (stereo not drawn)	2	i	2	1.6	-7	-7	1	-15	-2.1	2
Cc1ccc(OCC(O)CN2CCOCC2)cc1 (stereo not drawn)	-9	i	4	-1.1	0	-4	3	22	-2.2	-2
COc1ccc(-c2noc(N3CCCC(C(=O)Nc4cc(F)ccc4F)C3)n2)cc1 (stereo not drawn)	18	i	-8	-0.3	1	-12	-9	-9	-0.2	-1
COc1ccc(OC)c(C(=O)COC(=O)c2[nH]c(C)c(C(C)=O)c2C)c1	-12	i	-7	-0.2	-15	-5	-2	-11	-0.1	1
O=C1CC(C(=O)Nc2ccccc2)C2(CCCCC2)O1 (stereo not drawn)	-3	i	-1	-0.9	1	-9	4	-13	0.0	4
